CHRM1 agonist: agonists of human M1 muscarinic receptor. activation, % at 3 µM. CHO-K1 hM1, Fluo-8 calcium fluorescence, agonist mode; 0% DMSO, 100% acetylcholine EC100. actives 0.33% (n = 360,000). AID 588814. P11229;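 active means activation above the run's mean compound activation plus 3 SD, cut at about 16% in these data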;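 further: peak over basal fluorescence ratio within a 140 s kinetic read after compound addition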
Target sequence (P11229 whole entry, looked up): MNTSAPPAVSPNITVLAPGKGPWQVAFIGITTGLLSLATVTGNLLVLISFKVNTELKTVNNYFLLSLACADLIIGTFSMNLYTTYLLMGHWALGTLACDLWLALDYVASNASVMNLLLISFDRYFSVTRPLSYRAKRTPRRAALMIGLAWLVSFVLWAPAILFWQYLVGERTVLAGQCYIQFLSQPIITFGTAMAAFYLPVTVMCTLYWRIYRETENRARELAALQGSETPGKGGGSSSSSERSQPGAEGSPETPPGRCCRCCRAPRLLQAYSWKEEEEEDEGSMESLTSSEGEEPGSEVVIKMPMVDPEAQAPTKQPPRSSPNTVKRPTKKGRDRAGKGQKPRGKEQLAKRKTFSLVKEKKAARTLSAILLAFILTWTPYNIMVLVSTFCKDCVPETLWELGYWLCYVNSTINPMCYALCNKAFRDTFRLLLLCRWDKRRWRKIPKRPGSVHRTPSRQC
V1aR counter: counter-screen for oxytocin receptor agonists: human V1a receptor agonists. CHO-V1R cells, Fluo-8 calcium fluorescence, agonist mode; 0% DMSO, 100% 3 nM vasopressin. P37288. actives 0.25% (n = 320,000). activation, % at 3 µM. AID 2797;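 active means activation above the mean activation of all tested compounds plus 3 SD, per screening run, cut at about 20% in these data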;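 further: signal is peak over basal fluorescence ratio across a 100 second FLIPR read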
CHO-K1 Ca ag: nonselective activator or artifact in parental CHO-K1 cells; activation, % at 3 µM; actives 0.48% (n = 360,000); Fluo-8 calcium fluorescence; scaled to maximal ATP response, vehicle zero; in the data active means activation above about 15%;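 further: untransfected CHO-K1 host cells lacking M1 receptor as counterscreen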
CHO-K1 Ca antag: counter-screen for M1 antagonists: effect in parental CHO-K1 cells | inhibition, % at 3 µM | ATP-induced calcium, Fluo-8 fluorescence | actives 0.6% (n = 360,000);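 active means inhibition above a per-plate cutoff, the plate's mean sample inhibition plus 3 SD, cut at about 24% in these data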;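 further: 0% = DMSO plus EC80 ATP and 100% = DMSO alone without ATP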
OXTR potentiate: human OXTR potentiation; P30559; CHO-OTR cells, Fluo-8 calcium fluorescence, potentiator mode; 0% = oxytocin EC15, 100% = EC100; activation, % at 3 µM; actives 0.061% (n = 320,000); AID 2445;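 active means activation above that plate's cutoff, the mean activation of tested compounds plus 3 SD, cut at about 6.6% in these data, passing the limit was not always enough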;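 further: 100% uses oxytocin at 75 nM as the full agonist control; some results filed as inactive read as strong as hits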
Target sequence (P30559 whole entry, looked up): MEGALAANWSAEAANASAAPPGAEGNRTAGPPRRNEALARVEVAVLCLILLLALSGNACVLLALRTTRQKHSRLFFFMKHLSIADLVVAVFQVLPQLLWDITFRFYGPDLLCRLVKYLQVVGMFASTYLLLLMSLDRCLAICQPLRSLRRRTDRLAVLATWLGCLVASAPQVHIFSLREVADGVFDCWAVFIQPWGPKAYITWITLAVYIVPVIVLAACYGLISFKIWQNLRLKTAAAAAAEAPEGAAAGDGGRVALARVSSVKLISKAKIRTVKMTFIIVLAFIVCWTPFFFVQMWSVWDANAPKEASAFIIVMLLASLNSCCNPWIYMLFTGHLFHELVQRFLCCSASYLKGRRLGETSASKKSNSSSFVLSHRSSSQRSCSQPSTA
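assay system = CHO-OTR cells, human receptor | schedule = compound 6 min at room temperature before oxytocin, 100 s read | detection = Fluo-8 intracellular calcium fluorescence, ex 470-495, em 515-575 nm | evaluation = normalized max/min fluorescence ratio, % activation | control set = EC15 oxytocin alone as 0%, 75 nM oxytocin (EC100) as 100%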
TAAR1 agonist: agonists of human TAAR1; Q96RJ0; AID 624467; activation, % at 3 µM; CHO RD-HGA16 TAAR1, Fluo-8 calcium fluorescence; vehicle wells 0%, saturating PEA agonist 100%; actives 0.99% (n = 360,000);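 active means activation above the mean activation of all test compounds in the run plus 3 SD, cut at about 38% in these data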
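test system = CHO RD-HGA16 cells carrying human TAAR1 plus Gα16 | schedule = 17-24 h seeding, 75 min 37 °C dye, 30 min RT | compound dosing = 3 µM single concentration | control set = DMSO and PEA EC100 | replicates = n 1 | signal = Fluo-8 fluorescence, 5 s baseline then 140 s kinetic read | measure = percent activation vs PEA EC100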
CHO-K1 Ca PAM: M1 PAM counterscreen hit in parental CHO-K1 cells. actives 0.02% (n = 360,000). ATP EC20, Fluo-8 calcium fluorescence; 0% at ATP EC20, 100% at ATP max. activation, % at 3 µM. AID 602247;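 active means activation above the run cutoff, the mean activation of all test compounds plus 3 SD, cut at about 40% in these data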;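 further: peak over basal fluorescence ratio in a 140 s read after ATP addition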
TAAR1 antagonist: human TAAR1 antagonism; inhibition, % at 3 µM; Q96RJ0; actives 1.5% (n = 360,000); CHO RD-HGA16 TAAR1, Fluo-8 calcium fluorescence, antagonist;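 active means inhibition above a per-plate cutoff, the mean inhibition of test compounds on that plate plus 3 SD, cut at about 49% in these data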;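 further: 0% = DMSO plus EC80 beta-PEA response and 100% = DMSO alone without agonist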
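System: RD-HGA16 CHO cells with stable hTAAR1 and Gα16 | Probe or stimulus: EC80 β-phenethylamine stimulus | Dosing: 3 µM, single point | Times: Dye loading 75 min at 37 °C, then 30 min room temperature | Measured by: Fluo-8 calcium-sensitive fluorescence | Read-out basis: % inhibition of agonist calcium response | Replicates: n of 1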
CHO parental Ca: counter-screen for OX1R antagonists: effect in parental CHO cells; parental CHO-K1, ATP-induced calcium, Fluo-8 fluorescence; inhibition, % at 5.6 µM; actives 0.63% (n = 330,000); AID 463079;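 active means inhibition above that plate's mean sample inhibition plus 3 SD, cut at about 26% in these data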;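 further: 0% = ATP-challenged DMSO wells and 100% = DMSO wells without ATP; some compounds past the cut are filed as inactive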
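Test system: parental CHO cells; detection: calcium-sensitive Fluo-8 fluorescence; evaluation: percent inhibition of calcium signal; also added: ATP as calcium-mobilizing challenge; repeats: one well per compound; control set: ATP-challenged DMSO wells low, unchallenged DMSO wells high; compound: single nominal dose of 5.6 µM per compound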
The depositor's hits bear a star; / = not tested or not shown.

Below each compound – CHRM1 agonist	V1aR counter	CHO-K1 Ca PAM	CHO-K1 Ca ag	OXTR potentiate	CHO parental Ca	TAAR1 antagonist	CHO-K1 Ca antag	TAAR1 agonist
- O=C(NC(=S)NNC(=O)c1cccs1)c1ccc(Br)o1
    33.2*	15.9	0.0	14.5	-8.7	3.7	41.6	-6.4	115.6*
- O=C(NC1CCCCCC1)C1CCN(C(=O)c2ccc(Cl)cc2)CC1
    -2.8	2.5	-11.9	0.9	-6.4	-10.4	0.7	-1.0	1.6
- COc1ccc(C(CNC(=O)COc2c(C)cc(C)cc2C)N2CCOCC2)cc1 (configuration not stated)
    -4.0	-0.1	8.4	1.2	-7.8	-15.0	-2.3	-15.2	2.7
- Cc1cnc(NC(=O)c2ccc(-c3ccc([N+](=O)[O-])cc3)o2)s1
    -5.6	-0.5	-0.2	0.1	1.0	-7.3	16.0	-10.4	2.5
- COc1cc(C(=O)Nc2nc(-c3ccc(Cl)cc3)c(C)s2)ccc1OCC(=O)Nc1ccc(F)cc1
    -4.6	0.8	15.3	0.8	-4.3	-6.3	11.6	-9.5	1.1
- O=C(CSc1ccc(-c2cccs2)nn1)c1cccs1
    -4.7	-1.0	-8.4	0.1	-0.9	-19.8	6.0	-2.3	2.0
- CNS(=O)(=O)c1cccc(C(=O)OCC(=O)c2c(N)n(Cc3ccccc3)c(=O)n(C)c2=O)c1
    -6.8	/	-20.5	1.1	/	/	10.5	8.0	5.7
- Cc1nn2c(NCCCN3CCOCC3)c3c(nc2c1-c1ccccc1)CCC3
    -4.8	-0.9	13.1	-0.2	1.7	-10.5	-15.0	-3.7	0.7
- COc1ccc(CC(=O)Nc2ccc3c(c2)CCC3)cc1
    -10.9	0.1	9.3	1.9	-2.8	-16.5	-5.3	-3.5	-0.2
- CCc1cc(C(=O)N/N=C/c2ccc(O)cc2O)c2ccccc2n1
    -0.5	-0.2	11.7	-0.2	-11.1	-8.2	-18.7	-2.5	2.0
- COc1cc(C)cc2c1OC(c1ccccc1)CC2=O (configuration not stated)
    -3.8	/	1.3	-0.6	/	/	1.3	-12.6	-1.7
- Fc1cccc(/C=N/Nc2ccc3ccccc3n2)c1
    -7.2	-0.7	3.5	0.1	-16.8	-16.9	-6.8	-1.5	7.2
- Cc1cc(OCC(=O)NCc2cccnc2)c2c(C)cc(=O)oc2c1
    -1.6	-0.8	7.0	-0.1	-1.8	-16.0	-26.5	-14.3	5.3
- CCn1c(CC(=O)Nc2ccccc2)nnc1SCc1nc2ccccc2c(=O)[nH]1
    -3.0	-0.6	-0.6	0.8	0.0	-13.3	-19.2	-13.6	1.2
- Cc1ccc(S(=O)(=O)Oc2ccccc2/C=C2\SC(=O)NC2=O)cc1
    0.4	6.0	3.2	6.4	-12.4	-11.9	-1.8	2.3	7.7
- O=C(CCSc1nnc(-c2ccncc2)o1)Nc1ccccc1Cl
    -2.6	0.7	11.7	0.2	-9.9	-13.3	16.4	-1.5	11.2
- Cn1cc(S(=O)(=O)N2CCN(Cc3ccccc3)CC2)c(=O)n(C)c1=O
    4.4	-0.2	3.2	0.7	2.5	-13.1	-29.4	-7.2	1.7
- O=C(Nc1ccccc1)c1cccc(N2CCCC2=O)c1
    0.5	-0.8	8.0	0.6	-4.0	5.8	-33.6	0.6	5.2
- Cc1ccccc1-c1nc(CS(=O)(=O)CC(=O)NCc2ccccc2)c(C)o1
    3.6	1.4	15.1	5.8	-6.2	-14.0	-2.6	-11.8	7.3
- c1ccc(Nc2nc3ccccc3n3nnnc23)cc1
    -3.6	-0.2	16.8	1.2	-3.5	-5.7	-23.4	-4.8	4.8

New compounds follow.
Below each compound – CHRM1 agonist	V1aR counter	CHO-K1 Ca PAM	CHO-K1 Ca ag	OXTR potentiate	CHO parental Ca	TAAR1 antagonist	CHO-K1 Ca antag	TAAR1 agonist
- c1ccc2nc3c(nc2c1)OCC1CCCCN31 (configuration not stated)
    -11.0	-0.2	1.5	2.7	-8.0	2.9	-1.6	-14.3	0.1
- O=C(NC1(c2ccccc2)CC1)C1CCC(=O)N(Cc2ccc(Cl)cc2)C1 (configuration not stated)
    -2.2	1.6	-0.8	-0.2	-2.0	-19.4	-19.4	-5.8	-1.1
- CC(C)(C)c1ccc(C(=O)/C=C2\NC(=O)CS2)cc1
    4.5	0.9	4.3	0.4	-7.1	-1.6	5.1	0.0	10.2
- Nc1c(N(Cc2ccco2)C(=O)c2ccc(Cl)cc2)c(=O)[nH]c(=O)n1Cc1ccccc1
    -3.4	0.4	11.7	0.0	-4.9	-15.2	10.3	5.1	0.5
- COc1cc(SC)ccc1C(=O)Nc1ccc(S(=O)(=O)N2CCCC2)cc1
    -3.6	2.1	-2.2	-0.3	-15.3	1.4	-25.0	5.3	-1.8
- CC(=O)N1CCc2c(sc(NC(=O)c3ccc4c(c3)OCCO4)c2C#N)C1
    3.3	-0.5	20.6	1.4	-6.0	-14.9	9.4	-7.6	1.5
- COc1ccc2cc(C=O)n(C)c2c1
    -1.6	1.1	-2.1	0.2	-3.5	5.7	2.0	-8.0	7.5
- Cc1ccc(OCCN(C)C(=O)C2CCC(=O)N(CC3CCCCC3)C2)cc1 (configuration not stated)
    0.3	5.7	7.8	4.1	-10.3	-29.1	-17.1	-17.8	0.7
- O=C(NCCc1ccccc1)C1CCCN1S(=O)(=O)c1ccc(Cl)cc1 (configuration not stated)
    -0.6	1.9	-5.8	1.5	-8.0	-20.5	6.0	-13.0	2.1
- O=c1c2c3c(sc2ncn1/N=C/c1cccnc1)CCCC3
    -3.8	0.7	10.2	-0.1	3.6	10.8	-21.6	-14.3	2.1
- Cc1csc2c(=O)n(CCO)c(=O)[nH]c12
    -3.0	6.5	0.7	0.3	-4.2	0.1	-3.8	-5.1	1.6
- CN(Cc1ccccc1)S(=O)(=O)c1ccc(NC(=S)NC(=O)C(C)(C)C)cc1
    -8.1	-0.3	5.5	0.1	2.8	-4.8	4.6	-4.7	1.2
- CCCCCc1c(O)nc(SCCN2CCOCC2)[nH]c1=O
    -5.7	0.8	23.9	0.9	-3.0	-9.9	10.1	-8.3	3.1
- C/C(=N\NC(=O)CN1CCCCC1)c1ccccc1O
    -5.4	1.5	7.3	1.2	0.4	-12.7	2.5	-12.4	-0.6
- CC1(C(=O)Nc2ccc3c(c2)OCCO3)CCN1C(=O)C1(c2ccc(Cl)cc2)CCC1 (configuration not stated)
    -3.6	/	12.5	-0.1	/	/	13.0	-3.3	3.1
- O=C(NOCc1ccccc1)c1ccc([N+](=O)[O-])cc1
    -3.5	-0.5	-7.2	0.1	1.5	-5.2	-3.9	1.3	5.0
- CCS(=O)(=O)c1ccc(O)c(NC(=O)COc2ccccc2)c1
    -0.7	0.6	8.4	1.3	-8.5	-4.0	17.9	-24.2	13.6
- CCc1nnc(NC(=O)CSc2nc3c(cc2C#N)CCCC3)s1
    -1.7	0.0	15.0	0.6	-12.2	-16.9	6.5	-3.0	0.1
- COc1ccc(-c2nc(NC(=O)CCNC(=O)c3ccco3)sc2C)cc1
    -1.9	3.3	1.7	4.9	-13.1	-7.4	26.4	-5.6	10.1
- COC(=O)C1C(c2ccc(OC)c(OC)c2)NC(c2ccc(OC)c(OC)c2)C(C(=O)OC)S1(=O)=O (configuration not stated)
    -2.8	0.0	13.5	0.0	-3.2	0.1	-19.4	1.2	10.2

Remaining list, next part.
Below each compound – CHRM1 agonist	V1aR counter	CHO-K1 Ca PAM	CHO-K1 Ca ag	OXTR potentiate	CHO parental Ca	TAAR1 antagonist	CHO-K1 Ca antag	TAAR1 agonist
- CCC(C(=O)N1CCOCC1)n1nc(C)c2sc3ccccc3c2c1=O (configuration not stated)
    -0.9	0.1	-10.8	1.4	0.1	-8.9	-11.2	-6.4	5.1
- CCCC1(C)C(C#N)C(=O)NC(=O)C1C#N (configuration not stated)
    -2.1	/	22.4	0.6	/	/	-8.1	-10.5	1.7
- C[C@H](CO)N1C[C@H](C)[C@@H](CN(C)S(=O)(=O)c2cccs2)Oc2c(NS(=O)(=O)c3ccccc3)cccc2C1=O
    -7.7	0.3	13.4	1.4	1.3	-22.3	39.3	-17.5	10.3
- COc1ccc(CCn2c(-c3cccc([N+](=O)[O-])c3)nc3nc4ccccc4nc32)cc1
    -2.5	/	19.1	0.9	/	/	6.5	-4.8	3.4
- Cc1ccc(-n2nnnc2SCC(=O)N2CCCCC2)cc1
    -5.0	-0.8	16.4	1.3	-0.5	-6.3	6.3	-4.5	11.3
- CCCCC(CC)C(=O)O (configuration not stated)
    -1.2	2.0	7.2	0.1	-8.5	-1.2	7.0	-3.1	0.7
- Cc1ccc(-c2cc(Cc3ccncc3)c(=O)[nH]n2)cc1
    -1.1	0.2	-2.2	0.5	-0.1	-6.2	-31.4	-6.2	1.3
- CC(=O)Oc1ccc(C(=O)NC(C)CCc2ccccc2)cc1 (configuration not stated)
    0.8	1.5	-4.6	0.3	1.0	-9.2	-6.2	1.4	4.4
- CCCOc1ccc(C(=O)Nc2cc(S(=O)(=O)N3CCOCC3)ccc2N2CCOCC2)cc1
    -3.2	1.6	6.0	0.6	-5.9	-2.5	13.1	-8.5	4.0
- Nc1nnc(SC2CC(=O)N(c3ccccc3)C2=O)s1 (configuration not stated)
    -1.7	1.3	0.5	0.3	-9.2	-13.8	0.2	-5.8	9.0
- CCN(CC(=O)Nc1ccc(OC)cc1)CC(=O)Nc1ccc2c(c1)OCO2
    0.2	0.2	18.5	0.1	-6.4	6.1	-10.3	-8.8	12.4
- CCCCN(C(=O)c1ccc2c(c1)NC(=O)CS2)c1ccccc1
    -2.2	0.1	15.6	0.5	-4.4	-5.8	-9.6	-18.1	1.7

High-throughput results as filed in PubChem BioAssay.
